GPT2 inh – blocks human glutamate pyruvate transaminase 2; 100,000 compounds, 0.25% hits; Recombinant GPT2, coupled pyruvate oxidase/HRP Amplex Red fluorescence; Potency, µM (top dose mostly 57.7 µM), for the others: top-dose activity change, negative = inhibition, most hits filed as inhibitors; Q8TD30; AID 1671188; also: potency is read from the fitted curve at half-maximal effect; nearly all actives have a fitted effect of over 60% in size; many of its hits are not listed in these tables
Target sequence (Q8TD30 whole entry, looked up): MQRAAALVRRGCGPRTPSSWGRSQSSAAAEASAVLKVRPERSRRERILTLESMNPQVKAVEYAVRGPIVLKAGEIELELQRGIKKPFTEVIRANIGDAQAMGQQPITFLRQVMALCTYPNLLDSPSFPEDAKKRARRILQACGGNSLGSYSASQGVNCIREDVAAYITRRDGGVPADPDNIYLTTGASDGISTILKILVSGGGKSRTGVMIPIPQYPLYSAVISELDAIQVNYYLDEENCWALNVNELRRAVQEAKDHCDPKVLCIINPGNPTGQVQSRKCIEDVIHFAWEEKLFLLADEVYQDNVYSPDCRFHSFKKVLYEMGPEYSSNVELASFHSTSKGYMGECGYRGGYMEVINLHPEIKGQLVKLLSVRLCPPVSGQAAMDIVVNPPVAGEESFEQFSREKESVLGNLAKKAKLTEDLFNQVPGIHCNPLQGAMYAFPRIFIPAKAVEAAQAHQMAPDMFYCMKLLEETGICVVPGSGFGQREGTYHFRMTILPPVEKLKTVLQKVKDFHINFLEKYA
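GPT2 10ng/uL, a-KG 250uM, L-Ala 2mM, HEPES pH7.5 + 0.0001% Tween; 30 min RT. Then Amplex mix (PO/HRP/ThPP), 30 min RT dark, fluorescence. AOA 50uM used as positive control.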
SNCA expr inhib – reduces expression of the alpha-synuclein gene; HEK-293 SNCA-luciferase knock-in, luminescence, 24 h; 140,000 compounds, 0.17% hits; Potency, µM (doses to about 57.2 µM), inactives show top-dose activity change, negative = inhibition, hits mostly inhibitors;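 also: potency is read from the fitted curve at half-maximal effect; plate controls were DMSO cells for no effect and cell-free wells for full effect; nearly all actives have a fitted effect of over 45% in size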
IP6K1 inh – blocks human inositol hexakisphosphate kinase 1; Q92551; IP6K1 kinase, ADP-Glo luminescence, 2 h; hits give low values; activity change, % (series mostly up to about 58 µM); 140,000 compounds, 0.81% hits; AID 1645851; in the data active = activity change below about -25%
Target sequence (Q92551 whole entry, looked up): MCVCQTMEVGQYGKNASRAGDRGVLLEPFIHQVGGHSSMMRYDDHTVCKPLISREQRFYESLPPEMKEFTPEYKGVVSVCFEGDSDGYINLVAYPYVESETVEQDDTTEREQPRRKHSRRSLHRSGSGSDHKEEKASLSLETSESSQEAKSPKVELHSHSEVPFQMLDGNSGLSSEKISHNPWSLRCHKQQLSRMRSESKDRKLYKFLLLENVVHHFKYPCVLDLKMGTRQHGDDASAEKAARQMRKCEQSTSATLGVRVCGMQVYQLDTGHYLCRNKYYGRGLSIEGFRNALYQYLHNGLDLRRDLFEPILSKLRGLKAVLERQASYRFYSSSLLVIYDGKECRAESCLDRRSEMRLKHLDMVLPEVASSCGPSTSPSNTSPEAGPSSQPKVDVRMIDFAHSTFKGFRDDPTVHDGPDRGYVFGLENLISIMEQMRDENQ
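ADP-Glo luminescence measures ADP made by human IP6K1 during a 2 h RT reaction with ATP/IP6 (mix at 1.3 mM/130 uM); top library doses 57.5 and 19.1 uM final.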
Luciferase inh – inhibitors of firefly (Photinus pyralis) luciferase | purified P. pyralis luciferase, luminescence, biochemical | 76,000 compounds, 2.5% hits | Potency, µM (titrated, usually from 115 µM), for inactives: top-dose activity change, negative = inhibition, usual class: inhibitors | AID 1347043 | P08659; also: potency is read from the fitted curve at half-maximal effect; nearly all actives have a fitted effect of over 65% in size
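Purified P. pyralis luciferase (10nM final) in 50mM Tris acetate pH 7.5, 10mM Mg acetate, 0.01% Tween-20, 0.05% BSA with 10uM D-luciferin and 10uM ATP. Compounds titrated qHTS. Luminescence imaged on CCD.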
HEK cytotox – kills HEK 293 cells. HEK 293 viability, ATP luminescence (CellTiter-Glo), 48-72 h. Potency, µM (series often up to 115 µM), inactives show at the top dose activity change, negative = cytotoxicity, most hits filed as inhibitors. 94,000 compounds, 6.6% hits. AID 1345083; also: potency is read from the fitted curve at half-maximal effect; nearly all actives have a fitted effect of over 60% in size
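HEK 293 cells seeded at 250 cells/well were exposed to compound for 48 or 72 hr at 37 degree Celsius. Viability taken as ATP content by CellTiter-Glo luminescence.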
HEK293 viab – cell viability loss counter-screen; HEK-293-SNCA-luc viability, GF-AFC fluorescence, 24 h; Potency, µM (titrated, usually from 57.1 µM), for inactives: top-dose activity change, negative = cytotoxicity, most hits filed as cytotoxic; 150,000 compounds, 0.12% hits;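 also: potency is read from the fitted curve at half-maximal effect; 0% = DMSO-treated cells and -100% = medium-only wells without cells; nearly all actives have a fitted effect of over 30% in size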
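Cytotoxicity counterscreen: after 24 h compound treatment of genome-edited SNCA-luciferase HEK-293 cells, live-cell protease substrate GF-AFC read by fluorescence after 30 min; activity scaled between DMSO (0%) and medium-only (-100%), curves Hill-fitted.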
NIH3T3 tox – cytotoxic compounds in NIH 3T3 cells; NIH 3T3 viability, CellTiter-Glo ATP luminescence, 48-72 h; Potency, µM (titrated, usually from 96.7 µM), inactives show top-dose activity change, negative = cytotoxicity, hits mostly inhibitors; 94,000 compounds, 4.3% hits; AID 1345082; also: potency is read from the fitted curve at half-maximal effect; nearly all actives have a fitted effect of over 55% in size
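Viability of NIH 3T3 cells after 48 or 72 hr compound treatment at 37 °C was assessed by CellTiter-Glo, with luminescence imaged following a 10 min room-temperature step.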
Active calls of the source: *; i = inactive; ? = inconclusive; . = no result given; & = joins results of further samples; ! = repeats disagree; [ ] = another dose, or the depositor's remark. Unless noted, calls follow the shape of the dose curve; as a rule, active = well fitted curve in the direction sought with a large enough effect; inconclusive = small, poorly fitted or top-dose-only effect, or another doubt; inactive = no such curve, though single readings can be large; an effect the other way counts as inactive or inconclusive. Unless noted, % is scaled to controls: 0 for no effect and ±100 for the full control effect. The list is partial. The share of hits here may be higher or lower than overall.

Every second line gives: GPT2 inh | SNCA expr inhib | IP6K1 inh | Luciferase inh | HEK cytotox | HEK293 viab | NIH3T3 tox
1) COCc1ncc(C)n1CCNC(=O)c1cc(-c2ccc(C)cc2C)n[nH]1
 : i | 11.5% | -15.7 | 0.2% | -2.8% | 1.1% | -19.5%
2) NC(=O)NO
 : -5.3%&-7.6%&-1.1% | 1.36µM*! | 24.1 | . | . | 0.6% | .
3) Cc1cccc(OCC(=O)Nc2ccc3nc(Nc4cccc(Cl)c4)cc(C)c3c2)c1
 : . | -28.2% | 3.9 | . | . | ? | .
4) O=C(C[C@@H]1C(C(=O)O)=CO[C@@H](O[C@@H]2O[C@H](CO)[C@@H](O)[C@H](O)[C@H]2O)/C1=C\CO)OCCc1ccc(O)cc1
 : -19.1%[27.3 µM] | . | 33.1 | . | . | 0.3%[23.9 µM] | .
5) CC(C)CCN1C(=O)N(CCCc2ccncc2)C(=O)C12CCN(Cc1ccc(F)cc1)CC2
 : -16.4% | -11.6% | 1.6 | 1.7% | ? | -16.7% | -21.7%
6) COc1cccc(CC(=O)Nc2ccc3c(c2)CN(Cc2ccccc2Cl)C(=O)C(C)O3)c1 (centres undefined)
 : -4.8% | -13.0% | 17.0 | -1.9% | ? | -24.2% | ?
7) CC(C)NC(=O)Cc1ccc(N(Cc2cccc(F)c2)C(=O)c2ccco2)cc1
 : i | -1.5% | -4.8 | 5.4% | ? | 4.8% | ?
8) COc1ccc(CCNC(=O)c2nc3sccn3c2-c2cccc(C(F)(F)F)c2)cc1
 : -8.4%[88.5 µM] | ? | 1.6 | . | -0.1%[172 µM] | -21.2%[87.6 µM] | -26.3%[138 µM]
9) CCc1ccc(NC(=O)Cn2cc(S(=O)(=O)N3CCCC3)c(S(=O)(=O)N3CCCC3)c2)cc1
 : . | 84.5%[activator] | -10.1 | . | . | -11.5% | .
10) CN(C)c1cccc(-c2nccc3c(=O)cc(N4CCOCC4)oc23)c1
 : i | -11.5%[87.6 µM] | -23.0 | 6.5%[172 µM] | ? | 4.6%[87.6 µM] | ?
11) Cc1ncsc1CN1CCC(Cc2ncc(C)n2CC2CC2)C1 (centres undefined)
 : 2.9% | -7.2% | -8.2 | 6.4% | -3.3% | -3.1% | 2.8%
12) Cc1ccc2c(n1)N(C)[C@H](CO)CCN(Cc1ccccc1C)C2
 : i | -9.2%[87.6 µM] | -2.1 | -1.9%[172 µM] | 89.1µM* | -9.3%[87.6 µM] | -20.4%[174 µM]
13) CCN(CC)c1ccc(CNS(=O)(=O)c2cc3c(cc2C)NC(=O)CO3)cc1
 : . | 17.4% | 2.4 | . | . | 1.6% | .
14) O=C(C1CCCN1C(=O)Nc1ccc(Cl)cc1)N1CCC(N2CCCC2=O)CC1 (centres undefined)
 : -0.5% | -2.1% | 4.5 | . | i | 2.3% | -10.5%
15) O=C(NCc1ccccc1)c1ccc(CSc2nc3cccnc3n2Cc2ccccc2F)cc1
 : . | 14.2% | -13.4 | . | . | -0.5% | .
16) C[C@@H](CC[C@@H]1[C@@]2(C)CCCC(C)(C)C2CC[C@@]1(C)O)CC(=O)O (some centres undefined)
 : 4.7%[27.3 µM] | . | -5.5 | . | . | -7.9% | .
17) COCCN1C(=O)CC[C@]2(C(=O)NCc3cccc(OC)c3)CCCC[C@@H]12
 : 0.1% | 1.3% | -0.9 | -5.9% | -3.4% | 6.5% | 2.3%
18) Cn1cnc(S(=O)(=O)N2CCCC(Cn3cnc4cccnc43)C2)c1 (centres undefined)
 : -21.8% | 6.6% | -6.3 | -2.1% | 1.5% | 0.7% | -28.2%
19) C[S+](=O)([O-])NC1CCN(c2nc3ncccc3o2)C1 (centres undefined)
 : i | 10.4%[87.6 µM] | 26.4 | . | -7.3%[172 µM] | -8.4%[87.6 µM] | -13.4%[138 µM]
20) CCN1C(=O)CCc2cc(NC(=O)Cc3ccc(OC)c(Cl)c3)ccc21
 : -4.8% | -1.7% | 30.0 | 0.0% | ? | -1.5% | ?
21) CC(C)CN(CC1CN(C(=O)Nc2cccc(Cl)c2)CCO1)C(=O)c1ccc(F)cc1 (centres undefined)
 : 2.5% | -0.8% | 19.7 | -18.4% | ? | -3.8% | ?
22) O=C(NC1CCN(c2cc(-c3ccc(F)cc3)[nH]n2)CC1)c1ccc(F)cc1F
 : i | -7.2% | 10.8 | -2.8% | ? | -3.6% | -28.2%
23) CCc1nc2ccc(C(=O)N3CCN(c4cccc(OC)c4)CC3)cc2nc1CC
 : . | 12.4% | 0.4 | . | . | -1.3% | .
24) C[C@]12CC[C@@H]3c4ccc(O)cc4CC[C@H]3[C@@H]1CC[C@@H]2O
 : i | 1.0% | . | . | . | 5.6% | .
25) CC1CCC(NC(=O)CCc2cn(Cc3ccc(F)cc3)c3ccccc23)CC1 (centres undefined)
 : . | 51.7%[activator] | -13.1 | . | . | -15.6% | .
26) CN1CCC2(CCC1=O)CN(C(=O)c1nn(C)c3c1CCCC3)CCN2C (centres undefined)
 : i | -16.5% | -0.3 | 5.9% | -16.0% | -9.2% | -3.6%
27) CCOC(=O)N1CCc2c(sc3c2C(=O)NC(c2ccccc2F)N3)C1 (centres undefined)
 : . | 6.0% | -9.7 | . | . | -16.4% | .
28) Cc1ccc(CN(C(=O)COc2cccc([N+](=O)[O-])c2)c2ccccn2)o1
 : . | 47.7%[activator] | 15.7 | . | . | -2.0% | .
29) CC12CCC(OC3OC(CO)C(O)C(OC4OC(CO)C(O)C(O)C4O)C3O)CC1=CCC1C2CCC2(C)/C(=C3/COC(=O)C3)CCC12O (centres undefined)
 : -1.3%[17.1 µM] | . | -6.7 | . | . | -3.2%[23.9 µM] | .
30) O=C(Nc1ccccc1C(F)(F)F)c1ccc(F)c(S(=O)(=O)N2CCc3ccccc3C2)c1
 : . | -1.6% | 7.0 | . | . | 6.6% | .
31) Cc1ccc(NC(=O)N[C@@H]2C=C(C(=O)N[C@H]3CCCNC3=O)C[C@@H](O)[C@@H]2O)cc1
 : -48.7%[88.5 µM] | -6.1%[87.6 µM] | 4.8 | -6.4%[172 µM] | -1.6%[172 µM] | -2.2%[87.6 µM] | -19.1%[174 µM]
32) COc1cccc(C(=O)N2CCC(N3CCCNC3=O)CC2)c1
 : i | 8.1%&-11.3%[87.6 µM] | -3.6&18.0 | 5.7%&6.2%[172 µM] | -2.5%&-17.2%[172 µM] | 9.3%&-3.5%[87.6 µM] | 4.7%&-13.6%[138 µM]
33) Cc1ccc(Cn2c(-c3ccc(F)cc3)nc(C)c(CCO)c2=O)cc1
 : -10.9% | -25.8% | -0.4 | -3.1% | ? | 3.6% | -26.6%
34) OCC1CN(C2CCC2)CC12CCN(Cc1cc(F)ccc1F)CC2 (centres undefined)
 : -13.1% | ? | 27.3 | 1.0% | 39.8µM* | -12.0%[12.5 µM] | ?
35) CCCCc1nn2c(=O)cc(COC(=O)c3cccc(NC(=O)CCc4ccccc4)c3)nc2s1
 : . | 239.4%[activator] | 9.8 | . | . | -2.5% | .
36) O=C(CNC(=O)c1cccc(-c2ccsc2)c1)NCC(F)F
 : -1.0%[88.5 µM] | 1.5%[87.6 µM] | 3.6 | . | -18.3%[172 µM] | -4.2%[12.5 µM] | -22.4%[138 µM]
37) CN1CCC2(CCCN(Cc3cc4n(n3)CCCNC4)C2)C1 (centres undefined)
 : -3.6% | -14.0% | 0.0 | -1.4% | -20.8% | 0.1% | -7.3%
38) C=CCOc1cccc(-c2nc(C(=O)N(C)CC)cs2)c1
 : ? | 67.3%[activator] | 12.9 | ? | ? | 5.4% | ?
39) O=C1NCCOCCCN(S(=O)(=O)c2cccc(F)c2)[C@H]2CCC[C@@H]12
 : i | -22.5% | 23.3 | 2.7% | -1.8% | 5.7% | -10.2%
40) O=C(Cc1cccc(Cl)c1)NC1CCN(c2ccc3nnc(C4CC4)n3n2)C1 (centres undefined)
 : . | . | 22.7 | . | ? | . | ?

Two compounds picked at random from the list so far:
Every second line gives: GPT2 inh | SNCA expr inhib | IP6K1 inh | Luciferase inh | HEK cytotox | HEK293 viab | NIH3T3 tox
27) CCOC(=O)N1CCc2c(sc3c2C(=O)NC(c2ccccc2F)N3)C1 (centres undefined)
 : . | 6.0% | -9.7 | . | . | -16.4% | .
30) O=C(Nc1ccccc1C(F)(F)F)c1ccc(F)c(S(=O)(=O)N2CCc3ccccc3C2)c1
 : . | -1.6% | 7.0 | . | . | 6.6% | .

Continuation:
Every second line gives: GPT2 inh | SNCA expr inhib | IP6K1 inh | Luciferase inh | HEK cytotox | HEK293 viab | NIH3T3 tox
41) O=S(=O)(c1ccc2c(c1)OCCO2)N1CCCC(c2nc(CCOCC3CC3)no2)C1 (centres undefined)
 : i | -1.7% | 4.1 | -7.7% | ? | -3.0% | -28.7%
42) Cc1ccccc1CNC(=O)c1ccc(Cn2c(SCc3ccccc3)nc3cccnc32)cc1
 : . | 74.1%[activator] | -10.3 | . | . | -24.6% | .
43) CCOC(=O)CNC(=O)N1CCCN(S(=O)(=O)c2ccc3c(ccn3CC)c2)CC1
 : . | 48.4%[activator] | 12.9 | . | . | 18.7% | .
44) Cn1ccc2c(C(=O)NCCc3cnc[nH]3)nc(-c3ccccc3)cc21
 : -5.7%[88.5 µM] | 43.8%[activator][87.6 µM] | 7.3 | ? | ? | -23.3%[87.6 µM] | ?
45) CCOc1ccc(NC(=O)C2Cn3cccc3C(=O)N2)cc1 (centres undefined)
 : 1.5% | ? | 0.2 | 3.2% | -6.0% | -0.8% | -0.3%
46) CCCOC(=O)c1c(NC(=O)c2cc3nc(-c4ccc(OC)cc4)cc(C(F)(F)F)n3n2)sc2c1CCCC2
 : . | -2.8% | -4.2 | . | . | -0.8% | .
47) O=C(Cc1cccs1)N1CCC(Oc2ccccc2)C1 (centres undefined)
 : -1.2% | -17.6% | 1.5 | -8.8% | -26.5% | -8.9% | ?

Individual results from the results shown.
Value of entry 44 in HEK293 viab: -23.3%[87.6 µM]
Value of entry 45 in GPT2 inh: 1.5%
Value of entry 42 in HEK293 viab: -24.6%

Results in NIH3T3 tox, SNCA expr inhib and HEK cytotox, for three of the compounds above:
No.	canonical_smiles	NIH3T3 tox	SNCA expr inhib	HEK cytotox
42	Cc1ccccc1CNC(=O)c1ccc(Cn2c(SCc3ccccc3)nc3cccnc32)cc1	.	74.1%[activator]	.
43	CCOC(=O)CNC(=O)N1CCCN(S(=O)(=O)c2ccc3c(ccn3CC)c2)CC1	.	48.4%[activator]	.
44	Cn1ccc2c(C(=O)NCCc3cnc[nH]3)nc(-c3ccccc3)cc21	?	43.8%[activator][87.6 µM]	?

Compound activity: PubChem, National Center for Advancing Translational Sciences (NCATS)
